Screens from PubChem.
pCIP destab = p/CIP-EGFP fusion destabilizers, primary screen, fluorescence, F442A cells; Q05BA5; 16 h; decrease of EGFP signal, % at 10 µM; 290,000 tested, 0.01% active;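 active = EGFP signal decrease of at least 30% at 10 µM or well 3 SD below plate mean, unless failing retest; inactive = the rest, including hits failing retest or dose response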; note: some compounds called inactive have numbers as strong as hits; many of its hits are not listed in these tables
UBC9 SUMO inh = inhibitors of in vitro SUMOylation cascade, primary screen, biochemical, HTRF, uHTS | inhibition, % at 35 µM | HTRF SUMOylation assay, SAE1/SAE2 + UBC9 | SUMO-conjugating enzyme UBC9 (Homo sapiens), P63279 | 290,000 tested, 0.36% active | AID 2006, 2009; in the data active = inhibition above about 50%, passing the limit was not always enough; note: strong numbers were not always called active
Target sequence (P63279 whole entry, looked up): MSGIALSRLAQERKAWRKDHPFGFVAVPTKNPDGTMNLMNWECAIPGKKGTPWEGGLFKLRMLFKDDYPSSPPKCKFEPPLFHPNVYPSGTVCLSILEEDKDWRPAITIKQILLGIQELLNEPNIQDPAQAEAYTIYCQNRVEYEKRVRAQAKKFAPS
MEKK3 PB1 HTS = modulators of MEKK3-MEK5 PB1 binding, primary screen, biochemical, wildtype MEKK3, multiplex bead flow cytometry, Alexa488-MEK5; Mitogen-activated protein kinase kinase kinase 3 (Homo sapiens), Q99759; bead-based flow cytometry, Alexa488-MEK5 binding to MEKK3; actives lie on both sides; 0 = blocked by unlabeled MEK5, 100 = vehicle; binding response (% of control), % at 10 µM; 290,000 tested, 1.4% active;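 active = binding response more than 3 SD above or below the average of its plate-row segment, actives on both sides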;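 note: Alexa488 bead fluorescence after subtracting the streptavidin-only scavenger bead signal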
Target sequence (Q99759 whole entry, looked up): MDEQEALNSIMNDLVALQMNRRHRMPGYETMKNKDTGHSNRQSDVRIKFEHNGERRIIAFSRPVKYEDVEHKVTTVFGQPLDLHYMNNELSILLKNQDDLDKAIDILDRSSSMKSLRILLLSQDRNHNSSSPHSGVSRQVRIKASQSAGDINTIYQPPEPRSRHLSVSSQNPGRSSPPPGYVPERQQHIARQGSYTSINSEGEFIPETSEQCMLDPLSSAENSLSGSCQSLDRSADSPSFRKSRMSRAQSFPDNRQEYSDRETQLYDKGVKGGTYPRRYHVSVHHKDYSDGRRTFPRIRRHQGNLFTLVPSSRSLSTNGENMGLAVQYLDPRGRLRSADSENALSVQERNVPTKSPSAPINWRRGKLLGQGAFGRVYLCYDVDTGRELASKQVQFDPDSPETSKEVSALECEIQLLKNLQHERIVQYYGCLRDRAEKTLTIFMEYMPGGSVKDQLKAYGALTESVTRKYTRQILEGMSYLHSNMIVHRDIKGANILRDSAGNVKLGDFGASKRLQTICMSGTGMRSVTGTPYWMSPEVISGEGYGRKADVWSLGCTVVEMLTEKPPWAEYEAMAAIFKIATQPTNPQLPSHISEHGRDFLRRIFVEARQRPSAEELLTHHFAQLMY
IDE act = human IDE activators in live cells, primary screen, fluorescence polarization, HEK cells, FAbeta-B substrate | FAbeta-B cleavage; 0% vehicle, 100% cell-free pure enzyme wells | activation, % at 5.96 µM | 340,000 tested, 0.073% active;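 active = activation above the mean of all tested compounds plus 3 SD, set per screening campaign, cut at about 17% in these data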
MEKK2mut PB1 HTS = MEK5 binding signal on mutant MEKK2 PB1, primary screen, biochemical, multiplex bead flow cytometry, Alexa488-MEK5 | Alexa488-MEK5 binding to MEKK2 mutant | percent response, % at 10 µM | 290,000 tested, 0.35% active; in the data active = percent response above about 24%, passing the limit was not always enough; note: inactives centre near 1; some results filed as inactive read as strong as hits; reference of the scale not given here
MEKK2wt PB1 HTS = modulators of MEK5 binding to wildtype MEKK2, primary screen, biochemical, multiplex bead flow cytometry, Alexa488-MEK5; Mitogen-activated protein kinase kinase kinase 2 (Homo sapiens), Q9Y2U5; Alexa488-MEK5 binding to MEKK2 WT; actives lie on both sides; binding response (% of control), % at 10 µM; 290,000 tested, 1.1% active; AID 1531, 2009; in the data active = binding response below about 67% or above about 130%
IDE cell inh = human IDE inhibitors in live cells, primary screen, fluorescence polarization, HEK cells, FAbetaB substrate. Insulin-degrading enzyme (Homo sapiens), P14735. AID 434962, 2010. inhibition, % at 5.59 µM. 320,000 tested, 0.41% active. FAbetaB cleavage;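 active = percent inhibition above the average of all tested compounds plus 3 SD, set per screening campaign, cut at about 16% in these data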;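 note: IDE supplied by intact live HEK cells; FP after avidin binding of uncleaved biotin substrate so inhibition keeps polarization high; 0% = DMSO wells and 100% = 60 µM reference IDE inhibitor Ii1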
NALP1 inh = NALP1 inflammasome inhibitors in reconstituted yeast, colorimetric, S. cerevisiae, triplicate retest | S. cerevisiae NALP1/ASC/caspase-1 growth, X-gal OD620, 72 h | inhibition, % at 10 µM | 280,000 tested, 0.61% active | AID 2071, 2009; in the data active = inhibition mostly above about 24%, no sharp cut-off; inactive = mostly below about 32%; note: some compounds called inactive have numbers as strong as hits
PfM18AAP inh = PfM18AAP inhibitors, malaria aminopeptidase, primary screen, biochemical, QFRET, recombinant enzyme; M18 aspartyl aminopeptidase (Plasmodium falciparum 3D7); H-Glu-NHMec fluorogenic cleavage; inhibition, % at 7.35 µM; 290,000 tested, 1.2% active;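 active = inhibition above the campaign mean inhibition over all tested compounds plus 3 SD, cut at about 28% in these data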;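 note: 0% = plate median of test compound wells and 100% = 2 mM ZnCl2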
* hit, by the source's call; nt = no result given; & = joins results of further samples.

cpd	MEKK2mut PB1 HTS	SMILES	IDE act	PfM18AAP inh	MEKK3 PB1 HTS	UBC9 SUMO inh	NALP1 inh	MEKK2wt PB1 HTS	pCIP destab	IDE cell inh
1	-1	CC(=O)OCC1OC(OC(C)=O)C(NC(=O)Cc2ccccc2)C(OC(C)=O)C1OC(C)=O (stereo not drawn)	1	-16	100	7	6	95	-7	8
2	-15	CC(C)Cn1c(=O)c2ccccc2n2c(CCC(=O)O)nnc12	5	1	94	14	8	96	-12	0
3	6	CC(OC(=O)CCCC(=O)Nc1ccc(F)cc1)C(=O)c1ccccc1 (stereo not drawn)	4	2	107	5	-7	103	1	3
4	2	O=C(CCCN1CCC(c2ccccc2)C1)c1ccc2c(c1)OCCO2 (stereo not drawn)	1	-2	98	-8	30	104	2	0
5	-6	O=C(Nc1cccn(Cc2c(F)cccc2Cl)c1=O)NC1CCCCC1	2	28*	91	37	0	90	-6	7
6	-3	Cc1ccc(OCC(=O)N2CCc3ccccc32)c([N+](=O)[O-])n1	3	1	101	11	-6	97	3	4
7	3	COc1ccccc1NC(=O)CSc1nnc(CNC(=O)c2ccccc2F)o1	-3	6	103	-2	8	104	0	-3
8	-4	CCCCn1c(SCc2nc(N)nc(N3CCCCC3)n2)nc2c1c(=O)n(C)c(=O)n2C	-2	0	89	7	38	92	6	0

Compound profiles, from the list above. Order of screens: MEKK2mut PB1 HTS | IDE act | PfM18AAP inh | MEKK3 PB1 HTS | UBC9 SUMO inh | NALP1 inh | MEKK2wt PB1 HTS | pCIP destab | IDE cell inh
O=C(Nc1cccn(Cc2c(F)cccc2Cl)c1=O)NC1CCCCC1 across the screens: -6 | 2 | 28* | 91 | 37 | 0 | 90 | -6 | 7
O=C(CCCN1CCC(c2ccccc2)C1)c1ccc2c(c1)OCCO2 (stereo not drawn) across the screens: 2 | 1 | -2 | 98 | -8 | 30 | 104 | 2 | 0

Retrieved one by one from the list above:
cpd	MEKK2mut PB1 HTS	SMILES	IDE act	PfM18AAP inh	MEKK3 PB1 HTS	UBC9 SUMO inh	NALP1 inh	MEKK2wt PB1 HTS	pCIP destab	IDE cell inh
8	-4	CCCCn1c(SCc2nc(N)nc(N3CCCCC3)n2)nc2c1c(=O)n(C)c(=O)n2C	-2	0	89	7	38	92	6	0
1	-1	CC(=O)OCC1OC(OC(C)=O)C(NC(=O)Cc2ccccc2)C(OC(C)=O)C1OC(C)=O (stereo not drawn)	1	-16	100	7	6	95	-7	8
7	3	COc1ccccc1NC(=O)CSc1nnc(CNC(=O)c2ccccc2F)o1	-3	6	103	-2	8	104	0	-3
2	-15	CC(C)Cn1c(=O)c2ccccc2n2c(CCC(=O)O)nnc12	5	1	94	14	8	96	-12	0
4	2	O=C(CCCN1CCC(c2ccccc2)C1)c1ccc2c(c1)OCCO2 (stereo not drawn)	1	-2	98	-8	30	104	2	0
3	6	CC(OC(=O)CCCC(=O)Nc1ccc(F)cc1)C(=O)c1ccccc1 (stereo not drawn)	4	2	107	5	-7	103	1	3

The list continues:
cpd	MEKK2mut PB1 HTS	SMILES	IDE act	PfM18AAP inh	MEKK3 PB1 HTS	UBC9 SUMO inh	NALP1 inh	MEKK2wt PB1 HTS	pCIP destab	IDE cell inh
9	-6	Nc1ccc(C(=O)N/N=C/c2cn(Cc3ccccc3F)c3ccccc23)cc1	5	-19	102	-12	13	98	3	nt
10	4	Cc1ccc(CNC(=O)Nc2ccccc2)cc1	1	-1	105	1	12	109	-8	3
11	1	COc1cccc(-c2cc(=O)c3cc(NC(C)=O)ccc3[nH]2)c1	1	5	90	23	11	106	6	5
12	nt	O=C(NC1CCCC1)C1CCN(S(=O)(=O)N2CCCCC2)CC1	6	-2	nt	16	-37	nt	-4	-5
13	12	S=C(NCCCN1CCOCC1)N(Cc1ccccc1)Cc1ccccc1	-1	-7	110	15	8	108	-6	0
14	2	CC(=O)Nc1nnc(S(N)(=O)=O)s1	-1	-3	88	-7	6	106	-5	3
15	-5	COc1ccccc1N(C)S(=O)(=O)c1ccc(C(=O)Nc2nc(C)cs2)cc1	-1	3	105	-21	-8	104	6	0
16	3	C=CCCN(C1CCCC1)S(=O)(=O)c1ccccc1Br	-4	nt	90	-4	-10	89	-8	1

Further records:
cpd	MEKK2mut PB1 HTS	SMILES	IDE act	PfM18AAP inh	MEKK3 PB1 HTS	UBC9 SUMO inh	NALP1 inh	MEKK2wt PB1 HTS	pCIP destab	IDE cell inh
17	9	O=C(NC(c1ccccc1)c1ccccc1)c1ccc(S(=O)(=O)C(F)F)cc1	5	3	101	-15	-5	98	-2	1
18	5	O=c1c2ccccc2c2ccccc2c(=O)n1Cc1cccnc1	-2	0	101	-13	-1	106	-1	-3
19	5	CCCCn1nnnc1SCC(=O)Nc1ccc(F)cc1	10	-11	106	8	0	106	-10	4
20	-2	COc1ccccc1CNC(=O)COC(=O)c1ccc(NC(N)=O)cc1	-5	6	95	15	16	95	0	0
21	3	O=C(O)c1ccccc1-c1ccccc1C(=O)Nc1cccc(O)c1	5	2	106	1	14	103	4	6
22	9	Cc1cccc(C)c1NC(=O)Nc1ccccc1-n1ccnc1	4	1	106	2	7	105	-7	1
23	9	CCOC(=O)CN1C(=O)C(O)(CC(=O)c2cccc(OC)c2)c2ccccc21 (stereo not drawn)	1	-1	105	4	-4	106	2	8
24	2	Clc1ccccc1-c1ncc(-c2ccccc2)o1	6	6	106	0	5	106	-4	0

Compounds shown so far that have a COOH group, in the order listed:
cpd	MEKK2mut PB1 HTS	SMILES	IDE act	PfM18AAP inh	MEKK3 PB1 HTS	UBC9 SUMO inh	NALP1 inh	MEKK2wt PB1 HTS	pCIP destab	IDE cell inh
2	-15	CC(C)Cn1c(=O)c2ccccc2n2c(CCC(=O)O)nnc12	5	1	94	14	8	96	-12	0
21	3	O=C(O)c1ccccc1-c1ccccc1C(=O)Nc1cccc(O)c1	5	2	106	1	14	103	4	6

(continued)
cpd	MEKK2mut PB1 HTS	SMILES	IDE act	PfM18AAP inh	MEKK3 PB1 HTS	UBC9 SUMO inh	NALP1 inh	MEKK2wt PB1 HTS	pCIP destab	IDE cell inh
25	7	CCn1cc(/C=N/O)c(C)n1	4	-10	108	-7	-10	112	-10	2
26	3	COC(CCN(C)C)(c1ccccc1)c1ccccc1	6	3	95	8	13	104	-5	-2
27	0	CCCc1cc(Nc2c(C)n(C)n(-c3ccccc3)c2=O)n2c(nc3ccccc32)c1C#N	0	4	107	-9	-8	103	-4	3
28	4	Cc1ccc(S(=O)(=O)N2CCN(C)CC2)cc1	2	1	99	8	12	102	6	4
29	-5	CCOc1cc2[nH]c(=S)n(Cc3ccc(C(=O)NCCOC)cc3)c(=O)c2cc1OCC	3	3	76	24	-5	79	0	0
30	-3	Cc1cc(CNC(=O)Cc2ccc(F)cc2)c2ccccc2n1	5	-9	100	2	20	98	17	2
31	-2	Cc1nnc(SCC(=O)N2c3ccccc3C(C)(c3ccc(Cl)cc3)CC2(C)C)s1 (stereo not drawn)	0	-16	99	-26	29	94	6	1
32	2	N#CC[n+]1cc(-c2ccc(Cl)cc2)n2c1CCC2	8	4	101	32	10	99	-5	-3

Following part:
cpd	MEKK2mut PB1 HTS	SMILES	IDE act	PfM18AAP inh	MEKK3 PB1 HTS	UBC9 SUMO inh	NALP1 inh	MEKK2wt PB1 HTS	pCIP destab	IDE cell inh
33	1	Cc1nc(C(=O)NCc2ccccc2)sc1C1(C)CC(c2ccccc2)=NO1 (stereo not drawn)	-2	nt	96	-25	nt	91	-7	-8
34	-1	Cc1cc(N2CCC(C)CC2)nc(-c2ccccc2O)n1	-2	0	98	9	30	97	1	2
35	5	Cc1c(Cc2ccccc2)c(=O)oc2c(C)c(OC(C)C(=O)NCC3CCC(C(=O)O)CC3)ccc12 (stereo not drawn)	4	4	103	11	2	106	-8	-1
36	-1	CC1CCCN(C(=O)CCNS(=O)(=O)c2ccc3c(c2)c(=O)n(C)c(=O)n3C)C1 (stereo not drawn)	4	-8	100	-1	24	101	2	-4
37	3	COC(=O)c1ccc(Oc2nc(Nc3ccccc3)nc(N(C)C)n2)cc1	4	-1	102	-3	12	101	-5	-1
38	8	CCOC(=O)N1CCN(C(=O)COc2ccc3c(c2)C(=O)CC2(CCN(C(C)=O)CC2)O3)CC1	5	-8	105	17	34	106	1	2
39	2	COc1cc(CCC(=O)N2CCN(c3ccccc3Cl)CC2)cc(OC)c1OC	5	2	103	-1	-1	102	-7	nt
40	-1	Cc1ccc(CONC(=O)c2ccccc2)cc1	6	-14	95	36	nt	93	-12	0

Further records
cpd	MEKK2mut PB1 HTS	SMILES	IDE act	PfM18AAP inh	MEKK3 PB1 HTS	UBC9 SUMO inh	NALP1 inh	MEKK2wt PB1 HTS	pCIP destab	IDE cell inh
41	0	O=C(CN1C(=O)COc2ccccc21)NCCN1CCOCC1	4	2	100	9	4	93	-5	1
42	-1	CCN1C(=O)/C(=C2\SC(=S)N(CC3CCCO3)C2=O)c2ccccc21 (stereo not drawn)	nt	2	107	-2	-15	104	-1	nt
43	-2	Cc1ccccc1NC(=O)C1CCCN(C(=O)Nc2ccc(F)cc2)C1 (stereo not drawn)	1	5	104	-1	14	98	34	2
44	1	CC(=O)Cc1nsc(NC(=O)c2csc3c2CCCC3)n1	4	3	104	9	33	104	-3	6
45	3	COc1cc(C(=S)N2CCCC2)cc(OC)c1O	1	-36	98	22	0	103	-13	-1
46	7	COc1ccc(CCNC(=O)CCNS(=O)(=O)c2ccc3c(c2)CCN3C(C)=O)cc1OC	3	-4	99	8	6	103	-8	-7
47	-7	CCCCC(=O)Nc1ccc(NC(=S)NC(=O)c2ccco2)cc1OC	nt	8	85	4	-6	88	1	1
48	0	CC(=O)OCC1(C)CN(c2ccccc2)NC1=O (stereo not drawn)	3	10	101	-6	17	100	-14	3

More entries follow:
cpd	MEKK2mut PB1 HTS	SMILES	IDE act	PfM18AAP inh	MEKK3 PB1 HTS	UBC9 SUMO inh	NALP1 inh	MEKK2wt PB1 HTS	pCIP destab	IDE cell inh
49	3&6	CNC(=O)Oc1ccc2c(c1)[C@]1(C)CCN(C)[C@@H]1N2C	-5&-2	-19&6	104&102	13&3	17&12	99&108	-10&-6	0&-3
50	12	CC(C)(C)n1nc(-c2ccc(Cl)cc2)c2c(N)ncnc21	5	-3	101	25	2	102	6	9
51	7	O=C(N/N=C/c1ccccn1)c1cccs1	5	1	104	21	-5	107	6	4
52	2	Oc1ccccc1C=NC1=NN(c2cccc(C(F)(F)F)c2)CC1	6	10	97	11	-140	99	8	3

An excerpt (hit frequency here may not be typical).
